mcGAS RapidFire = inhibitors of mouse cGAS. Q8C6L5. recombinant mouse cGAS, cGAMP by RapidFire MS. inhibition, % at 12.5 µM. hit rate 0.18% among 130,000. AID 1259397;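 active = inhibition of cGAS enzyme activity at or above 60%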;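 also: enzyme stimulated by 45 bp dsDNA with ATP and GTP substrates; cGAMP share of summed cGAMP plus half ATP and half GTP signals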
Target sequence (Q8C6L5 whole entry, looked up): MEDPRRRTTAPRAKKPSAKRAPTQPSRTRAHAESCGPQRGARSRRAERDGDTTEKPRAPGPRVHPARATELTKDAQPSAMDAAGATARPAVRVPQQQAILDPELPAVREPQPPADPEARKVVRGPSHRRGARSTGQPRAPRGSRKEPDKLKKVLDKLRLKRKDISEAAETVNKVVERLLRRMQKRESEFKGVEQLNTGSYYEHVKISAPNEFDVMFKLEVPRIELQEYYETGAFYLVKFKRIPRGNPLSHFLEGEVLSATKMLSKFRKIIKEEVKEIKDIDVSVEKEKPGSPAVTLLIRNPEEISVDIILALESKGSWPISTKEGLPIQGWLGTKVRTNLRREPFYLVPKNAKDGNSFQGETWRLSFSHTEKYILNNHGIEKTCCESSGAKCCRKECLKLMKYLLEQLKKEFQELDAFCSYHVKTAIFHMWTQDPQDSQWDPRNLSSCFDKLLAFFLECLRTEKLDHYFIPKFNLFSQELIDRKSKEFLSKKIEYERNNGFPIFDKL
Starred values were filed as active, the others as inactive; & = joins results of further samples.

mcGAS RapidFire,SMILES
-6,Cc1cc(F)ccc1S(=O)(=O)N1CCCOC1CNC(=O)C(=O)NCCCc1ccccc1 (centres undefined)
4,COc1cccc(CN2CCN(Cc3nc(-c4ccc(SC)cc4)oc3C)CC2=O)c1
-9,CC1NC(=S)N(CCCc2[nH]nc(N)c2C#N)C1=O (centres undefined)
-3,c1ccc2c(C3=NNC(=NC4CCCC4)SC3)cccc2c1
16,N#Cc1cnc(N2CCN(S(=O)(=O)c3cc(Cl)ccc3Cl)CC2)c(Cl)c1
-5,CCn1cc(C(=O)N2CCS(=O)(=O)C(C)(C)C2)cn1
-2,CN(CC(=O)Nc1cccc(F)c1)Cc1cc2ccccc2nc1Cl
-3,COc1ccc(CCN(C)S(=O)(=O)c2cc([N+](=O)[O-])ccc2C)cc1OC
-6,COc1cc(C=Nn2nnnc2N)ccc1OCC(C)C
-1,O=C(COc1ccccc1)NCCn1nc(-c2cccnc2)ccc1=O
-5,Cc1ncsc1C(=O)N1CCCC(Nc2ccc(C(C)C)cc2)C1 (centres undefined)
-18,O=C(CSc1nc2c(cnn2CCO)c(=O)[nH]1)N1CCCc2ccccc21
6,O=C(CCC1CCCN(C(=O)c2cnsn2)C1)NCc1ccc(F)c(F)c1 (centres undefined)
-5,CN1C(=O)CC(N2CCN(c3cccc(Cl)c3)CC2)C1=O (centres undefined)
-7,COC(=O)N1CCc2c(sc(NC(=O)c3ccc4ncsc4c3)c2C(N)=O)C1
-14,C=CCn1cc(CN2CCCN(c3ccncc3C)CC2)c(C)n1
-5,Cn1ccnc1SCC(=O)Nc1ccccc1Oc1ccccc1
4,CCc1c2cccn2cc[n+]1C
-6,CN1C(=O)NC(NC(=O)C(C)(C)C)(C(F)(F)F)C1=O (centres undefined)
-6,CC(C)N(Cc1ccccc1)C(=O)NCc1nnc2n1CCCC2
3,O=C(CC1C=CCC1)NCC1CCCC1NC(=O)CC1C=CCC1 (centres undefined)
-5,CC(=O)c1nnc(-c2ccc(C)cc2)n1Nc1ccc(S(N)(=O)=O)cc1
-12,Cc1nnc(CN(C)Cc2cccc(C(=O)Nc3ccc4c(c3)OCO4)c2)o1
-3,Cc1c(NC(=O)Cc2csc(NC(=O)Nc3ccc(Cl)cc3)n2)c(=O)n(-c2ccccc2)n1C
-4,Cc1c(C(=O)N(C)Cc2ccc(F)cc2)sc(=O)n1CCOc1ccc(F)cc1
-4,COCCCNS(=O)(=O)c1ccc(S(=O)(=O)N(C)C)cc1
15,O=S(c1ccccc1)c1ccc2nnnn2n1 (centres undefined)
-7,C=CCn1c(SCC(=O)c2cc(C)n(Cc3ccco3)c2C)nnc1-c1ccoc1C
6,CC(=O)c1sc(Cc2cccc(Cl)c2)nc1C
-5,COCCN(Cc1cccnc1)C(=O)c1nc(C(C)C)cs1

Brought forward from above: six entries; new compounds follow.
mcGAS RapidFire,SMILES
-4,Cc1c(C(=O)N(C)Cc2ccc(F)cc2)sc(=O)n1CCOc1ccc(F)cc1
-4,COCCCNS(=O)(=O)c1ccc(S(=O)(=O)N(C)C)cc1
15,O=S(c1ccccc1)c1ccc2nnnn2n1 (centres undefined)
-7,C=CCn1c(SCC(=O)c2cc(C)n(Cc3ccco3)c2C)nnc1-c1ccoc1C
6,CC(=O)c1sc(Cc2cccc(Cl)c2)nc1C
-5,COCCN(Cc1cccnc1)C(=O)c1nc(C(C)C)cs1
0,CCn1nnc2c(=O)n(CC(=O)NCCOC)cnc21
-4,CC(C)(C)CCCC(=O)Nc1ncn(Cc2ccccn2)n1
-4,COc1cccc(C2CNCC2C(=O)NC(C)C)c1OC (centres undefined)
1,CCCCNc1ccn2nccc2n1
-28,Cn1cncc1-c1cc(NCCO)nc2[nH]ccc12
-8,CC(C)CC1NC(=O)c2ccccc2N(CC(=O)N(C)CCc2c[nH]c3ccccc23)C1=O (centres undefined)
2,O=C(Nc1cc(Cl)ccc1NC1CC1)C1CC1c1ccc(F)cc1F (centres undefined)
-4,CN(CCOc1cccc(Cl)c1)c1c(C#N)c(=O)n(C)c(=O)n1C
-15,CCCCCCCCCCCC1=C(O)C(=O)C=C(O)C1=O
-2,CC(NC(=O)COc1ccccc1)C(=O)N1CCN(C)CC1c1ccccc1 (centres undefined)
-7,OCCC#Cc1ccc(CN2CCC3(CCCN(CC4CCC4)C3)C2)cc1 (centres undefined)
3,Cc1ccc(-c2nnc(CN3CCCC4(CNC(=O)O4)C3)o2)n1C (centres undefined)
-8,CCN1CCN(C(c2ccc(C)cc2)c2c(O)cc(C)n(CC)c2=O)CC1 (centres undefined)
-16,CON(C)C(=O)c1cc(C)cc(Br)c1O
6,CC1CC1C(=O)OCc1ccnc(C#N)c1 (centres undefined)
-5,CCn1ncnc1C(C)NC(=O)Cc1cc2c(cc1Cl)OCCO2 (centres undefined)
-7,COc1ccc2cc(C3CN(C(=O)c4cc(=O)c(OC)c[nH]4)CCO3)ccc2c1 (centres undefined)
-2,C#CCn1c(=NC(=O)c2cccc(S(C)(=O)=O)c2)sc2cc(F)ccc21
-10,c1ccc2[nH]c(N3CCN(Cc4cc5n(n4)CCCNC5)CC3)nc2c1
-6,CCOCCn1c(N2CCNCC2)nc2c1c(=O)[nH]c(=O)n2C
-14,COC(=O)[C@@H]1C[C@H](NC(=O)Nc2cccc(Oc3ccccc3)c2)CN1C
0,O=C(N=c1sccn1Cc1cccc2ccccc12)C1CCS(=O)(=O)C1 (centres undefined)
2,CCn1ccnc1S(=O)(=O)CC(=O)N(C)CC(F)(F)F
-5,O=C(CSC1=NS(=O)(=O)c2ccccc2N1)NCCc1ccccc1
-6,CNC(=O)Cn1nc(C)c2cnn(-c3cccc(Cl)c3)c2c1=O
-65,Cc1ccc2nc(C3CCCN3CC(=O)NCc3ccccn3)[nH]c2c1 (centres undefined)
-23,CCC1c2cccn2CCN1S(=O)(=O)NCc1ccccc1 (centres undefined)
-6,NC(=O)CN1CCCc2cc(OC(F)(F)F)ccc21
0,COc1cc(CSc2nnc(N)s2)cc(OC)c1
-18,O=C(NCC1(c2ccc(Cl)cc2)CC1)c1ccccc1C1CCNC1 (centres undefined)

Arranged by formula weight (rising): part of the list above
mcGAS RapidFire,SMILES
6,CC1CC1C(=O)OCc1ccnc(C#N)c1 (centres undefined)
0,CCn1nnc2c(=O)n(CC(=O)NCCOC)cnc21
-4,COc1cccc(C2CNCC2C(=O)NC(C)C)c1OC (centres undefined)

Looked up by structure from above, 2 records:
mcGAS RapidFire,SMILES
-18,O=C(CSc1nc2c(cnn2CCO)c(=O)[nH]1)N1CCCc2ccccc21
-1,O=C(COc1ccccc1)NCCn1nc(-c2cccnc2)ccc1=O

The listing continues:
mcGAS RapidFire,SMILES
-10,Cc1cccc(CC(=O)NC2CCN(C(=O)c3ccncc3)CC2)c1
-8,C=CCNc1nc(SCC(=O)NC(=O)Nc2ccccc2)nc2ccccc12
-1,CC1=C(C(=O)OC(C)C(C)(C)C)C(c2ccc(N(C)C)cc2)NC(=O)N1 (centres undefined)
-7,CC(=O)c1ccc(N2CCN(C(=O)c3ccc(N(C)C)cc3)CC2)cc1
-1,CCCCN(C)C(=O)c1ccc(CN2C(=O)c3ccccc3C2=O)cc1
-2,O=C(Nc1cccc(Cl)c1)Nc1c2ccccc2nc(=O)n1Cc1cccs1
-5,CC(C)c1nn(C)c(Cl)c1C(=O)NCC(O)c1ccco1 (centres undefined)
-2,O=[N+]([O-])c1cc(Cl)cc(C=NNc2ncc(C(F)(F)F)cc2Cl)c1O
-8,COC[P+](c1ccccc1)(c1ccccc1)c1ccccc1
1,CNc1ncccc1CN1C[C@H](N(C)C)C[C@H]1CO
-45,O=C(CN1C(=O)CSC1=O)Nc1nccs1
-4,Cc1nn(-c2ccccc2)c(N)c1N=Nc1ccc([N+](=O)[O-])c(C(F)(F)F)c1
-7,CCOC(=O)c1ccc(S(=O)(=O)NCCn2nc(-c3cccnc3)ccc2=O)cc1
-3,CC(C)N(Cc1cn(C)nc1-c1ccc(C2CCCCC2)cc1)Cc1nccn1C
-3,O=C(Cc1ccc(F)cc1)OCc1cc(-c2cc3ccccc3o2)on1
-3,Cc1cc(C)c2c(=O)n(C(=O)c3ccc(Cl)cc3)sc2n1
-7,Cc1c(C)n2c3c(=O)n(C)c(=O)n(C)c3nc2n1Cc1ccc(Br)cc1
-6,CC(C(=O)Nc1ccccc1)N1CCN(C(=O)c2cccs2)CC1 (centres undefined)
-20,O=C(NCCC1CC2CCC1C2)N1CCOC(c2ccc(F)cc2)C1 (centres undefined)
0,Cc1ccn2c(NC(=O)C3CC=CCC3)c(-c3ccccc3)nc2c1 (centres undefined)
3,CC(=O)NC1CCN(Cc2cccc(C(=O)Nc3cc(C)cc(C)n3)c2)C1 (centres undefined)
-3,CC(NC(=O)C1CCN(C(=O)c2cccs2)CC1)c1ccccc1F (centres undefined)
-8,CN(CC(C)(C)O)c1nc(C2CC2)nc2sc3c(c12)CCCC3
-16,O=S1(=O)CCC(N(CC2CCCO2)S(=O)(=O)C2=Cc3ccccc3CC2)C1 (centres undefined)
-12,CN1CCc2[nH]nc(C(=O)N3CC[C@@H](N4CCCCCC4)[C@H](O)C3)c2C1
-2,Cc1cccc(-c2nnc(SCC(=O)NC(C)c3ccc(F)cc3)o2)c1 (centres undefined)
2,CCCCOC1COC(OCCCC)CO1 (centres undefined)
-7,Cc1cc(C(O)c2ncc(-c3ccc(F)cc3)[nH]2)ccc1F (centres undefined)
-22,Cc1[nH]c2c(c1C(=O)N1CCCN(CC3CC3)C(C(C)C)C1)C(=O)CCC2 (centres undefined)
-4,COc1ccc(OC)c2sc(N(CC3CCCO3)C(=O)c3cc(C)on3)nc12 (centres undefined)
-9,CC(C)c1nc(CNC(=O)C2CCC(=O)N(Cc3ccc(Cl)cc3)C2)no1 (centres undefined)
-3,CC(NC(=O)N(C)Cc1ccccc1-c1ccccc1)c1nncn1C (centres undefined)
-5,O=C(Nc1c(F)c(F)c(F)c(F)c1F)C1CC2CCCN2C12C(=O)Nc1ccccc12 (centres undefined)
-7,COc1ccc(-c2ccc(=O)n(Cc3ccncc3)n2)cc1
-1,OCCN1CCN(c2nccn3ccnc23)CC1
-1,c1coc(CNc2ncnc3c2nc2n3CCCCC2)c1
-6,Fc1cccc(Nc2nc3ccccc3n3cnnc23)c1
2,Cc1nsc(N2CCN(C(=O)c3cc(Cl)c(Cl)[nH]3)CC2)n1
-14,O=NN1CCC(C(c2ccccc2)c2ccccc2)CC1
-8,CCOC(=O)C1(Cc2cccc(OC)c2)CCCN(Cc2ccccn2)C1 (centres undefined)
-7,Cc1ccc(NC(=O)Cn2nc(C(C)C)c3cnn(-c4ccccc4)c3c2=O)c(C)c1
-4,CN(C)c1ccc(NC(=O)c2ccc(CN3CCCCC3)cc2)cn1
-33,CC(C)Oc1ccccc1NC(=O)c1ccc(CN2CCCNC(=O)C2)cc1
-9,CC(=O)OCCn1c(C)c(COC(C)=O)c(=O)n(C)c1=O
-14&-11,CC(C)c1nc(CNC(=O)N2CCC(N3CCCC3)CC2)cs1
-3,Fc1cc(Cl)ccc1CSc1nc2ncc(Br)cc2[nH]1
51,O=C(Nc1ccc2c(c1)CN(Cc1ccn[nH]1)CC2)C1(c2ccccc2)CC1
-16,COC(=O)[C@@H]1C[C@@H](N(C)C)CN1Cc1cc2c(cc1OC)CCC2
8,O=c1ccc(-c2ccco2)nn1CCCNS(=O)(=O)c1ccccc1
-15,CC(NC(=O)c1cc(F)ccc1Br)c1cccs1 (centres undefined)
0,C=CCOc1ccc(Cl)cc1CN1CCC(CN)C1 (centres undefined)
-11,COCCNC(=O)c1cc2nc(-c3ccc(C)cc3)cc(C(F)(F)F)n2n1
-13,COc1cc(CNc2nn[nH]n2)ccc1OCc1cccc(Cl)c1
-5,O=C(c1cc(Cl)c2c(c1)OCCCO2)N1CCN(S(=O)(=O)c2ccccc2F)CC1
-6,Cc1ccc(Nc2cc(C)nc(N3CCN(C(=O)c4ccco4)CC3)n2)cc1
-1,COCCCN1CCN(S(=O)(=O)NCc2ccccc2)CC1
-4,O=C(Cc1ccccc1O)Nc1ccc(N2CCCC2)nc1
-5,CCc1nc(SCC(=O)Nc2ncc(Cl)cc2Cl)n[nH]1
6,C=CCOC(=O)c1sc2nc(CNC3CCCCC3)[nH]c(=O)c2c1C
-8,Cc1ccc(C)c(NCCn2c(C)cn3c4c(=O)n(C)c(=O)n(C)c4nc23)c1

Continuation:
mcGAS RapidFire,SMILES
-35,c1sc(CN2CCC3(CCOCC3)CC2)cc1CN1CCCC1
-20,Cc1cccc(Cc2nnc(NC(=O)N(C)Cc3ccco3)s2)c1
-2,CCN(Cc1cnn(C)c1)S(=O)(=O)c1ccc(C(C)NC(C)=O)s1 (centres undefined)
-3,COc1cc(NC2=CC(=O)CC(c3ccc(F)cc3)C2)c(OC)cc1Cl (centres undefined)
-8,CN(CCCN1CCOC1=O)Cc1cccc2ccccc12
-4,Cc1ccc(OCC(=O)OCC(=O)NCCC2=CCCCC2)cc1C
-6,CNc1cccc(-c2ccc(N3CCN(C)CC3)nc2)n1
-2,O=C(/C=C/c1ccc2c(c1)OCCO2)Nc1ccc2[nH]c(=O)[nH]c2c1
-7,O=C(C1CCCC1)N1CCCC(N2CCN(c3ccc(F)cc3)CC2)C1 (centres undefined)
-1,CCC1CCC(C(=O)NCC(=O)N2CCC(CN)C2)CC1 (centres undefined)
-9,CCOc1ccccc1-n1c(=O)[nH]c2c(C(N)=O)nc(-c3ccc(OC)cc3)nc21
-7,COC(C(=O)N(C)Cc1ccc(C)o1)c1ccccc1 (centres undefined)
5,O=C(c1sccc1S(=O)(=O)N1CCCC1)N1C[C@H]2CC=CC[C@H]2C1
1,CC1(C)Cc2nc(NC(=S)Nc3ccccc3)c(C(=O)O)cc2CO1
-2,CN1CCC(N2CCN(CC(F)(F)F)c3ccccc32)C1=O (centres undefined)
9,O=C1NCCN1CCn1ccnc1-c1ccc(CO)o1
-7,CCn1c(SCC(=O)Nc2cccc(C)c2C)nnc1-c1cccn(C)c1=O

Screening results (PubChem BioAssay)

This is a subset (hit frequency here may not be typical).
